Screening results as filed in PubChem.
Wnt bcat act: Wnt/beta-catenin pathway activators, primary screen, cell-based, plate reader, single point; activation, % at 9.35 µM; Wnt/beta-catenin reporter cell assay, activator; 300,000 tested, 1.2% active; in the data active = activation above about 30%, passing the limit was not always enough;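 also: 0% = neutral control wells and 100% = positive control wells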
V-ATPase pHluor: regulators of yeast V-ATPase proton pumping, primary screen, pHLuorin cytosolic pH fluorescence. S. cerevisiae. response, % at 10 µM. 350,000 tested, 0.37% active. AID 504577, 2011; in the data active = response mostly above about 7.3%, no sharp cut-off; inactive = mostly below about 5.4%; also: actives read high; inactives centre near 0; some compounds called inactive have numbers as strong as hits; reference of the scale not given here
CDK5 p35 inh: inhibitors of human CDK5/p35 kinase, primary screen, biochemical, single concentration | Recombinant CDK5/p35, ADP-Glo luminescence, 60 min | inhibition, % at 10 µM | Cyclin-dependent kinase 5 (Homo sapiens) + Cyclin-dependent kinase 5 activator 1 (Homo … | 330,000 tested, 0.01% active;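 active = highest replicate inhibition of at least 50% and at least 75% of replicates reaching 50%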;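 also: plate controls were DMSO neutral control for no effect and GW8510 at 10 µM for full effect; many of its hits are not listed in these tables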
Target sequence (Q00535 whole entry, looked up): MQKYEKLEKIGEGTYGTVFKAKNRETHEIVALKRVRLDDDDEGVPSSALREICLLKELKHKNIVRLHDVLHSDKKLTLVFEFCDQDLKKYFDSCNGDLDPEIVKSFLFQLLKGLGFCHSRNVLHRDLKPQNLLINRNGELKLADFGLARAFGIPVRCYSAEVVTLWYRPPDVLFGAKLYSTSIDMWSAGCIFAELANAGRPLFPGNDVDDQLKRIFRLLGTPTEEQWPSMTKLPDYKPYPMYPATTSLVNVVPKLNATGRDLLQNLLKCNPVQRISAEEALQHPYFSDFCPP
Target sequence (Q15078 whole entry, looked up): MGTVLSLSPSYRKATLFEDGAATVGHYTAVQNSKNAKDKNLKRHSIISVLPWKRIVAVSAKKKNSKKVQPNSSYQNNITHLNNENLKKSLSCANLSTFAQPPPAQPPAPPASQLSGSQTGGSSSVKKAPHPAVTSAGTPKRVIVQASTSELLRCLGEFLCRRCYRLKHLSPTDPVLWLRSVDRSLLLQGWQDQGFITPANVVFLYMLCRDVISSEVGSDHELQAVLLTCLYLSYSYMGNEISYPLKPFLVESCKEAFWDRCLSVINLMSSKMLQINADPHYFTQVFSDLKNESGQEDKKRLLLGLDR
CAL PDZ FP-1: CAL PDZ peptide-binding inhibitors, primary screen, biochemical, fluorescence polarization, Cer-tagged CAL PDZ, HTS; AID 504414, 2011; inhibition, % at 20 µM; Golgi-associated PDZ and coiled-coil motif-containing protein (Homo sapiens), Q9HD26; 330,000 tested, 0.02% active; purified CAL PDZ, TMR-peptide fluorescence polarization, 1 h;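 active = highest replicate inhibition of at least 40%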;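 also: plate controls were DMSO neutral control wells for no effect and unlabeled competitor peptide control wells for full effect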
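Assay system – tagged CAL PDZ protein CerCALP, purified · Timing – 1 h at RT · Compound – single point, 20 µM · Measured by – fluorescence polarization from S- and P-plane intensities, G-factor corrected · Evaluation – inhibition from polarization loss · Probe or stimulus – TMR reporter peptide T*-PRC34 · Buffer or medium – pH 7.4 phosphate-saline buffer, reducing agent, detergent, IgG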
MITF TRPM1 HTS: activators of MITF-driven TRPM1 promoter reporter, primary screen, cell-based, SK-MEL-5, luciferase, single point; SK-MEL-5 TRPM1-promoter luciferase, 24 h; % of positive control, neutral wells = 0; 300,000 tested, 0.75% active; activation, % at 12.5 µM;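 active = mean activation of at least 80% with every replicate also reaching 80%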;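 also: 0% = neutral control wells and 100% = parthenolide positive control wells; values of inactives mirror those of a sister screen read the other way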
dFosB activator: activators of delta FosB homodimer, primary screen, biochemical, fluorescence polarization, TAMRA-CDK5 oligo, single point; 340,000 tested, 0.99% active; Protein FosB (Mus musculus), P13346; activation, % at 25 µM; purified delta FosB; percent of positive-control signal above neutral wells; AID 493131, 2011;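 active = mean activation above about 17%, with every replicate also reaching it, limit read from the data, passing the limit was not always enough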;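 also: fluorescence polarization rise as delta FosB binds a TAMRA Cdk5 AP-1 oligo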
Target sequence (P13346 whole entry, looked up): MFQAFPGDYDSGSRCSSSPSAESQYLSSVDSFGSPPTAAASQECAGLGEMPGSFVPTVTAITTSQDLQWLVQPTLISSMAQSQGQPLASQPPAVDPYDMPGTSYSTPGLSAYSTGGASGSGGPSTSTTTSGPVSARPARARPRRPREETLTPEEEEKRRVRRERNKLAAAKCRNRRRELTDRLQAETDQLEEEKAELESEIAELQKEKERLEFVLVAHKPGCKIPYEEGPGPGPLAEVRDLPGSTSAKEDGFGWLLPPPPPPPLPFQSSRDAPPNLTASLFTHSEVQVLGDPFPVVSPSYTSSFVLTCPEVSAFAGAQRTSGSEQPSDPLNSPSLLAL
cardiac RTF act: cardiac RTF calcium sensitivity activators, primary screen, biochemical, IANBD-TnC fluorescence, EC20 calcium | Troponin I, cardiac muscle (Homo sapiens) + Troponin T, cardiac muscle (Homo sapiens) + … | IANBD-labeled TnC RTF fluorescence at EC20 calcium; 0% EC20 calcium, 100% full calcium | activation, % at 7.2 µM | 340,000 tested, 0.24% active | AID 493008, 2010;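 active = activation above the mean over all tested compounds plus 3 SD, cut at about 30% in these data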;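 also: rise in fluorescence read as greater calcium sensitivity of cardiac thin filaments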
CAL PDZ FP-2: untagged CAL PDZ binding inhibitors, primary screen, biochemical, fluorescence polarization, HTS; purified CAL PDZ, TMR-peptide fluorescence polarization, 1 h; AID 602252, 2012; 300,000 tested, 0.92% active; Golgi-associated PDZ and coiled-coil motif-containing protein (Homo sapiens), Q9HD26; inhibition, % at 24.9 µM;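 active = mean inhibition of at least 30% with at least half of replicates also reaching 30%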;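 also: 0% = DMSO neutral control and 100% = excess unlabeled competitor peptide PRC23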
Tat export inh: E. coli Tat export inhibitors, primary screen, MC4100, TorA-mCherry reporter, fluorescence, single point; inhibition, % at 10 µM; 340,000 tested, 0.036% active;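 active = mean replicate inhibition at least 50% and at least half of replicates individually reaching 50%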;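 also: exported cargo escapes ClpAP degradation while cytoplasmic cargo is degraded and loses fluorescence; 0% = median of neutral control wells and 100% = median of NaSCN control wells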
Rtt109 Vps75: inhibitors of C. albicans Rtt109/Vps75 HAT, primary screen, biochemical, ThioGlo CoA-SH fluorescence, plate reader. Histone acetyltransferase RTT109 (Candida albicans (strain SC5314 / ATCC MYA-2876)), …. 330,000 tested, 0.16% active. inhibition, % at 34.9 µM. purified Rtt109/Vps75, 4 h;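 active = inhibition of at least 50% in every replicate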
Numbers without * were called inactive; · = no result given. This is a random part of the collection; any-hit rate near 4.1%.

nr	Wnt bcat act	V-ATPase pHluor	CDK5 p35 inh	CAL PDZ FP-1	MITF TRPM1 HTS	dFosB activator	cardiac RTF act	CAL PDZ FP-2	Tat export inh	Rtt109 Vps75	mol
1	-1.9	1.1	0.8	-2.7	1.0	-3.5	-8.3	-1.2	-5.4	1.0	Cc1cc(OCC(=O)OCC(=O)N(C)c2c(N)n(Cc3ccccc3)c(=O)[nH]c2=O)ccc1Cl
2	-7.9	-0.3	-2.3	-2.4	·	-14.7	-0.6	·	7.8	8.4	CCCCn1c(SCc2ncc(-c3ccccc3)o2)nc2cc(S(N)(=O)=O)ccc21
3	0.7	1.2	1.7	-3.2	6.7	-6.8	-1.9	-2.6	-11.4	-2.5	CCNC(=S)N(CCCO)Cc1cc2cc3c(cc2[nH]c1=O)OCCO3
4	·	-0.9	-1.6	-1.7	·	26.3*	-2.7	-4.8	4.1	31.4	COc1cc2[nH]c(=O)c(C(=O)NCCCN3CCCCC3)c(O)c2cc1OC
5	1.9	-3.5	-0.5	-2.3	-10.6	-8.0	3.3	-7.5	0.6	6.2	CC(C)N1CC(C(=O)Nc2ccc(Br)c(Cl)c2)CC1=O (configuration not stated)
6	-0.7	-0.9	0.7	0.4	-16.9	-6.6	-7.8	3.5	-3.0	·	O=C(N/N=C/c1ccccc1OC(F)F)C1=COCCO1
7	-0.9	4.7	-1.5	-0.3	-3.3	-7.1	-0.3	·	-17.6	0.7	Cc1cc(C)n2nc(CNS(=O)(=O)c3ccc(C)c(C)c3)nc2n1
8	·	-5.2	-1.1	-1.2	24.2	-3.4	-2.3	-2.0	2.8	5.2	CCN(CC)CCOc1ccc2nc(N(C)C)sc2c1
9	1.1	-2.4	-0.6	0.8	-1.9	2.5	0.7	-3.0	7.8	-0.5	CCCCN(C1CCS(=O)(=O)C1)S(=O)(=O)c1cccs1 (configuration not stated)
10	1.5	-2.6	-0.1	-1.4	16.7	-2.6	-3.1	-7.1	7.1	2.1	COc1ccc(CNC(=O)C(Cc2ccccc2)n2cccc2)cc1 (configuration not stated)
11	·	-0.5	-1.6	-3.2	-33.7	-6.8	-8.7	1.2	-0.3	-4.4	CCCn1c(SCC(=O)c2cc(C)n(-c3ccc4c(c3)OCO4)c2C)n[nH]c1=O
12	-3.0	-4.7	-1.5	0.0	8.2	-9.7	2.6	1.6	4.8	1.7	Cc1cccc(C(=O)C2CCOC(C)(C)C2)c1 (configuration not stated)
13	-0.7	-0.8	0.5	-1.0	-0.8	0.0	-7.3	-2.5	1.4	-20.5	CC(C)Sc1nc2[nH]ncc2c(=O)[nH]1
14	·	1.9	1.1	-1.3	-8.1	9.0	0.6	-0.6	-8.4	0.1	N#C/C(=C/c1ccc(Sc2nc3ccccc3[nH]2)o1)c1cccc(Br)c1
15	-2.2	3.2	-2.3	-0.1	4.0	5.9	3.6	-3.6	4.8	-6.3	CCN(CC)C(=S)SCC(=O)NC12CC3CC(CC(C3)C1)C2
16	0.4	-2.5	1.1	-0.6	2.8	1.6	0.3	2.2	-9.3	-4.9	CCc1nc(N[C@H](C(=O)O)C(C)CC)c2oc3ccccc3c2n1 (some centres not stated)
17	1.6	-13.4	1.3	0.7	3.3	3.5	7.8	-1.9	7.4	5.9	COCCNC(=O)C1CC2Cn3c(nc4cc(C)c(C)cc43)C2N1C (configuration not stated)
18	7.3	-1.2	1.6	-2.7	21.9	8.4	2.5	-2.5	1.1	5.8	Cc1cc(C(=O)COC(=O)Cc2n[nH]c(=O)c3ccccc23)c(C)n1CC(F)(F)F
19	4.3	3.3	-1.1	-1.9	18.1	-7.0	3.1	-0.8	1.0	9.7	CC(C)CC(=O)NS(=O)(=O)c1ccc(NS(C)(=O)=O)cc1
20	8.5	-0.8	21.6	-0.2	-3.7	1.0	-3.6	-1.9	2.7	4.2	C/C(=N/NC(=O)c1ccccn1)c1ccco1
21	-2.0	-8.1	-0.7	0.2	-2.3	-2.6	-3.9	-2.1	-7.1	-5.8	Cc1ccccc1NC(=O)COC(=O)[C@@H]1CCCN1C(=O)c1cccs1
22	-0.5	5.2	2.5	-0.3	-0.3	-3.3	2.9	-1.9	2.7	4.2	O=C(Cc1ccc(Cl)cc1)Nc1ccc(C(=O)N2CCOCC2)cc1
23	-1.4	3.8	-0.5	0.4	-7.0	-4.9	-3.9	-1.7	-7.8	-3.4	O=C(CSc1ccc(F)cc1)NNC(=O)c1ccccc1Br
24	0.4	5.2	1.0	-0.8	-3.7	-4.6	-8.0	-5.2	-1.9	-9.0	CCCC1c2ccsc2CCN1C(=S)NC (configuration not stated)
25	-3.0	8.0	-1.3	-0.8	-0.8	-6.6	-0.6	-5.6	-2.6	9.1	CCOC(=O)c1c(C)n(-c2ccccc2)c2ccc(OCCN(C)C)cc12
26	-3.5	-0.4	1.6	-0.4	12.8	-9.2	-0.5	-3.2	-0.9	3.1	CCCNS(=O)(=O)c1ccc(OCC(=O)N2CCc3ccccc3C2)c(C)c1
27	-1.5	1.2	-1.7	-1.6	-0.1	-5.0	1.3	-2.6	-1.7	-7.9	NC(=O)C1CCN(C(=O)COc2ccc(S(=O)(=O)NCc3ccccc3)cc2Cl)CC1
28	70.8*	-0.4	-2.0	-2.2	51.8	-4.0	2.9	0.9	-0.7	7.2	O=c1sc2ccccc2n1CCCOc1ccccc1
29	0.1	-1.0	0.5	-1.3	-4.1	-7.6	-17.6	-3.5	7.1	-1.8	CCN(Cc1ccccc1)C(=O)c1cccc(S(=O)(=O)N2CCN(c3ccccc3)CC2)c1
30	-4.6	4.9	1.7	1.0	0.9	0.0	1.8	0.4	0.5	2.4	O=C(NCC(c1cccnc1)N1CCN(c2ccc(F)cc2)CC1)c1ccco1 (configuration not stated)
31	-2.0	0.1	1.2	-0.3	1.2	-4.3	6.1	·	2.2	9.3	O=C(O)COc1ccc(-c2nc(-c3ccccc3)c(-c3ccccc3)[nH]2)cc1
32	-1.6	-1.3	-0.3	-0.8	-17.3	0.1	-2.4	-0.8	-2.9	9.1	Cc1cc(NC(=O)CCC(=O)N(c2ccccc2)C(C(=O)NC2CCCCC2)c2cccs2)no1 (configuration not stated)
33	3.7	6.7	0.5	0.1	·	-2.0	·	·	1.6	18.4	NC(=O)c1ccc(NC(=O)c2cccc3c2OCCCO3)cc1
34	-2.1	1.1	0.2	0.1	-2.8	1.4	-6.0	-6.8	0.0	6.2	O=C1CCCc2c1oc1c2CCCC1
35	17.6	-0.6	1.3	0.3	41.9	-2.1	1.2	2.9	0.7	-6.1	CC(C)(C)NC(=S)NNC(=O)c1cccc(Br)c1
36	·	-1.1	-2.1	-1.5	-2.6	-1.6	-3.2	-1.7	-6.0	-6.2	COc1ccc(S(=O)(=O)N2CCN(C(=O)c3cccs3)CC2)cc1
37	·	5.2	1.0	0.4	-12.5	1.6	2.9	-1.7	-2.0	1.5	O=C(Cn1cnc2ccccc2c1=O)NC1CCCc2ccccc21 (configuration not stated)
38	·	-2.4	0.2	0.2	49.8	8.3	-1.0	-0.4	-2.0	8.8	CCOC(=O)c1cnn2c1[nH]c(=O)c1ccccc12
39	-1.4	-0.9	1.1	-0.6	17.0	-8.4	3.6	0.9	3.1	2.8	CCn1c(OC)nc2c1c(=O)n(C)c(=O)n2C
40	-2.4	-3.1	0.6	-0.6	3.1	-11.6	-4.3	0.0	-3.0	-11.6	Cn1c(N)c(C(=O)CSc2nc(C3CC3)n(-c3ccccc3)n2)c(=O)n(C)c1=O
41	·	-3.5	-2.4	0.1	·	-9.7	7.3	-3.7	-6.0	4.2	CC1CCN(CCCNC(=O)c2cn(C)c3ccc(S(=O)(=O)N4CCCC4)cc3c2=O)CC1
42	-0.6	1.1	1.0	-1.7	3.2	-1.1	-0.4	-5.5	3.0	2.1	CCCn1cc(CN2CCCC(C(=O)c3ccc4c(c3)OCO4)C2)c(C)n1 (configuration not stated)
43	·	-3.9	-3.2	1.2	-0.6	6.7	2.1	·	0.9	-9.4	CCOC(=O)CC(=O)CSc1nnc(Cn2c(=O)sc3ccccc32)n1C
44	0.0	4.8	-2.3	-2.7	2.5	-8.9	-4.1	-0.5	0.0	27.5	COc1cc(/C=N/NC(=O)c2nnn(-c3nonc3N)c2-c2cccs2)ccc1O
45	0.4	1.9	-0.6	1.5	-13.5	7.1	4.5	8.8	1.6	4.8	N#C/C(=C(/O)COC(=O)COc1cccc(Br)c1)c1nc2ccccc2[nH]1
46	-0.5	-2.8	0.9	1.2	-3.8	0.4	-11.1	5.8	3.7	3.7	CCc1ccc([C@H]2C(C(=O)O)=C[C@@H](C(C)(C)C)N2S(=O)(=O)c2ccc(C)cc2)cc1

Gathered by group: the entries above containing an aryl thioether with sulfur outside any ring (7)
nr	Wnt bcat act	V-ATPase pHluor	CDK5 p35 inh	CAL PDZ FP-1	MITF TRPM1 HTS	dFosB activator	cardiac RTF act	CAL PDZ FP-2	Tat export inh	Rtt109 Vps75	mol
2	-7.9	-0.3	-2.3	-2.4	·	-14.7	-0.6	·	7.8	8.4	CCCCn1c(SCc2ncc(-c3ccccc3)o2)nc2cc(S(N)(=O)=O)ccc21
11	·	-0.5	-1.6	-3.2	-33.7	-6.8	-8.7	1.2	-0.3	-4.4	CCCn1c(SCC(=O)c2cc(C)n(-c3ccc4c(c3)OCO4)c2C)n[nH]c1=O
13	-0.7	-0.8	0.5	-1.0	-0.8	0.0	-7.3	-2.5	1.4	-20.5	CC(C)Sc1nc2[nH]ncc2c(=O)[nH]1
14	·	1.9	1.1	-1.3	-8.1	9.0	0.6	-0.6	-8.4	0.1	N#C/C(=C/c1ccc(Sc2nc3ccccc3[nH]2)o1)c1cccc(Br)c1
23	-1.4	3.8	-0.5	0.4	-7.0	-4.9	-3.9	-1.7	-7.8	-3.4	O=C(CSc1ccc(F)cc1)NNC(=O)c1ccccc1Br
40	-2.4	-3.1	0.6	-0.6	3.1	-11.6	-4.3	0.0	-3.0	-11.6	Cn1c(N)c(C(=O)CSc2nc(C3CC3)n(-c3ccccc3)n2)c(=O)n(C)c1=O
43	·	-3.9	-3.2	1.2	-0.6	6.7	2.1	·	0.9	-9.4	CCOC(=O)CC(=O)CSc1nnc(Cn2c(=O)sc3ccccc32)n1C
